# Luc counter: blocks Kinase-Glo luciferase, a counter-screen artifact. Q27757. Kinase-Glo luciferase, ATP luminescence, 8 min. Potency, µM (series often up to 38.3 µM), for inactives: at the highest dose activity change, negative = inhibition, hits mostly inhibitors. actives 0.28% (n = 200,000); note: potency is the fitted concentration of half-maximal effect; % is set by controls: 0 for no effect and ±100 for the full control effect; nearly all actives have a fitted effect of over 60% in size
#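 Substrate mix (final 50 mM imidazole pH 7.2, 50 mM KCl, 7 mM MgCl2, 10 uM ATP, 0.01% Tween 20, 0.05% BSA) plus pin-tool compound, then Kinase-Glo detection mix; 8 min ambient, luminescence read.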
# SMN2 splice enh: enhancers of SMN2 splice variant expression; HEK293 SMN2-luciferase splicing reporter, luminescence, 30-36 h; Potency, µM (doses to about 46.1 µM), for the others: top-dose activity change, positive = activation, hits mostly activators; actives 2.8% (n = 210,000); AID 1458; note: potency is the fitted concentration of half-maximal effect; % of control where 0% means no effect; nearly all actives have a fitted effect of over 55% in size
#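 HEK293 cells carry an SMN2 minigene-luciferase reporter in which exon 7 inclusion puts luciferase in frame. Cells were seeded at 2000 cells/well, attached for 10-12 hours, then exposed to compounds for 30-36 hours at 37C before ONE-Glo luminescence.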
# HTT cytoprotect: Huntington cell model cytoprotection by ATP luminescence; PC12 HTT-Q103 induced, cytoprotection, ATP luminescence, 40 h; Potency, µM (top dose mostly 56.4 µM), without a hit: cytoprotection (ATP increase), actives largely listed as activators; actives 0.14% (n = 230,000);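 note: potency is the fitted concentration of half-maximal effect; % of control where 0% means no effect; nearly all actives have a fitted effect of over 45% in size; toxic huntingtin expression switched on by the ecdysone agonist tebufenozide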
#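 Compounds were screened for protection of PC12 cells against cell death after tebufenozide induction (100 nM final) of mutant Huntingtin exon 1 (Q103) fused to GFP.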
# HTT aggregate: reduces HttQ103-GFP aggregates in PC12 cells; PC12 HttQ103-GFP aggregates, Acumen cytometry, 40 h; Potency, µM (doses to about 46.1 µM), for the others: at the top dose activity change, negative = inhibition, hits mostly inhibitors; actives 1.1% (n = 220,000); AID 1688; note: potency is the fitted concentration of half-maximal effect; % is set by controls: 0 for no effect and ±100 for the full control effect; nearly all actives have a fitted effect of over 60% in size
#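 Read-out: GFP aggregate count by laser scanning cytometer (488 nm excitation, 500-530 nm emission, 1–25 µm objects >6 SD above background). Cells: PC12, inducible HTTex1-Q103-GFP, 100 nM tebufenozide; compounds titrated.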
# CBFb RUNX1 block: blocks binding between human CBF-beta and RUNX1; AID 1477; 230,000 tested, under 10 active; AlphaScreen CBFb-His/RUNX1-biotin binding, biochemical; Q01196+Q13951; Potency, µM (titrated, usually from 59.8 µM), for the others: top-dose activity, negative = inhibition, hits mostly inhibitors; note: % of control where 0% means no effect
# Target sequence (Q01196 whole entry, looked up): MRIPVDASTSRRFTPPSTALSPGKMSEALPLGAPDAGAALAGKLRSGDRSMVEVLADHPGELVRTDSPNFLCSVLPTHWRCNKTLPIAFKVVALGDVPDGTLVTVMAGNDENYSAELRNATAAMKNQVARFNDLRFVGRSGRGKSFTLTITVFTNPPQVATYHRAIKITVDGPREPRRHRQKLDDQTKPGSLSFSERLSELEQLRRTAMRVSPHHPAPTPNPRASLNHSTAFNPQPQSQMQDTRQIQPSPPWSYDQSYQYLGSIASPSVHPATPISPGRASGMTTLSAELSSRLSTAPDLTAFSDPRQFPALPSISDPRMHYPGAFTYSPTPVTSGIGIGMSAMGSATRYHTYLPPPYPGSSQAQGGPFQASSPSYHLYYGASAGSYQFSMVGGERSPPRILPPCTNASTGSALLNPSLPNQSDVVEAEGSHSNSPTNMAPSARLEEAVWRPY
# Target sequence (Q13951 whole entry, looked up): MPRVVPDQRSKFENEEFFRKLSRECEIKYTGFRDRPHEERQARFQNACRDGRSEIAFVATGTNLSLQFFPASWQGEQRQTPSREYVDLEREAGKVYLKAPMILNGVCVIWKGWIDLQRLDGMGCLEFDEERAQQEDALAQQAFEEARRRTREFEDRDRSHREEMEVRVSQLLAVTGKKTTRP
#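 AlphaScreen proximity signal reports loss of binding between His-tagged CBF-beta and biotin-labelled RUNX1, each at 30 nM. Proteins are pre-associated for 20 minutes, compounds added for 15 minutes, then beads for 90 minutes, all at ambient temperature.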
# IMPase Li cell: IMPase inhibition in cells with lithium potentiation | CHO-M1 cells, IP1 TR-FRET (IP-One), carbachol + lithium | Potency, µM (highest dose often 59.4 µM), without a hit: top-dose activity, negative = IMPase inhibition, most hits filed as inhibitors | actives 0.35% (n = 210,000) | AID 1457;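 note: IP1 builds up when IMPase is blocked and the TR-FRET signal falls; potency is the fitted concentration of half-maximal effect; plate controls were basal vehicle for no effect and high inhibitor control for full effect; nearly all actives have a fitted effect of over 50% in size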
#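 Concentration–response in CHO-M1 cells, lithium-potentiated; 30 min at 37C. IP1 detected by competitive TR-FRET after 10 min lysis at RT. Hill-fitted AC50.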
# LMNA splice mod: modulators of lamin A splicing; HeLa LMNA splicing GFP/RFP minigene ratio, 48 h; Potency, µM (series often up to 46.1 µM), for the others: at the top dose ratio change, negative = inhibition, hits mostly inhibitors; actives 0.01% (n = 200,000); AID 1487; active = well fitted inhibition curve with a large enough effect in the signal ratio, with a control signal flat, not every such curve was filed as active; inconclusive = small, poorly fitted or top-dose-only effect, or effect the other way, or a change in a side signal; the % refers to the signal ratio; note: potency is the fitted concentration of half-maximal effect; % is set by controls: 0 for no effect and ±100 for the full control effect
#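 S3 HeLa stable clones carrying a lamin A-EGFP splicing minigene plus DsRed2 were seeded at 600 cells/well in Opti-MEM with 2% FBS, pin-dosed and incubated 48 h at 37°C. Acumen cytometry (488 nm) gave the GFP/RFP total-intensity ratio.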
# An asterisk follows results filed as active; ? = inconclusive; / = no result given; [ ] = dose if it differs, or a comment. Unless noted, calls come from the whole dose curve; as a rule, active = well fitted curve in the direction sought with a large enough effect; inconclusive = small, poorly fitted or top-dose-only effect, or another doubt; inactive = no such curve, though single readings can be large; an effect the other way counts as inactive or inconclusive.
# Under each structure: Luc counter, SMN2 splice enh, HTT cytoprotect, HTT aggregate, CBFb RUNX1 block, IMPase Li cell, LMNA splice mod
O=C(NCc1ccco1)c1c(O)c2cccc3c2n(c1=O)CCC3
    -2%, 0%, -27%, -19%, 2%, -20%[38.3 µM], 3%
Cc1ccc2cc(CN(CCO)Cc3nnnn3Cc3ccc(F)cc3)c(=O)[nH]c2c1
    1%, -20%, -17%[10 µM], -3%, -13%, -11%[38.3 µM], 10%
Cc1ccc(NC(=O)CNCc2ccccn2)cc1S(=O)(=O)N(C)C
    3%, 16%, 6%, -17%, -16%, -1%, -2%[46 µM]
CC(C)(C)C(=O)Oc1cc(N)n(S(=O)(=O)c2ccc(F)cc2)n1
    -3%, -8%, -20%, 25%, 0%, -7%[38.3 µM], -12%
CCOC(=O)c1cc2c(ccn2C)n1CC(=O)N1CCN(c2cccc(C(F)(F)F)c2)CC1
    2%, -17%, -62%[inhibitor][10 µM], ?, 2%, -1%[38.3 µM], -5%
Cc1ccc2cc(/C=N/Nc3nc4ccccc4[nH]3)c(Cl)nc2c1
    6.3µM*, 5µM*, -32%[10 µM], 23%, 0%, -1%, -10%
CC(C)CC(C(=O)NC1CCCC1)N(Cc1cccs1)C(=O)c1snc(C(N)=O)c1N (centres undefined)
    -2%, 12%, -9%[10 µM], 11%, -8%, -5%, 0%
CCCc1nc(N2CCOCC2)c2sc(=S)n(-c3ccccc3)c2n1
    -1%, -12%, -25%, -4%, 0%, -8%[38.3 µM], -3%
O=C(CSc1nnc(-c2cccnc2)n1Cc1ccco1)c1ccc(Br)cc1
    -3%, -17%, -8%, -1%, 1%, 3%[38.3 µM], 13%
Cc1ccc(C(=O)Nc2ccc(O)cc2C(=O)O)cc1C
    -10%, -13%, -92%[inhibitor], -14%, -23%, 16%[38.3 µM], ?
O=C1/C(=C\c2ccccc2Cl)SC(=S)N1CCC(=O)N1CCCc2ccccc21
    -3%, -5%[1.84 µM], -27%[10 µM], 12%, -9%, 1%, -10%
COc1cc2nc(NC(=O)c3ccc(Cl)cc3)[nH]c(=O)c2cc1OC
    -12%, 4%, -16%[0.074 µM], ?, -1%, -14%[38.3 µM], -1%
COc1cccc(/C=N/NC(=O)C(=O)N/N=C/c2cccc(OC)c2O)c1O
    -2%, -36%[inhibitor], -29%, ?, ?, 1%, ?
OCC(C#CCN1CCCCC1)NCc1ccccc1 (centres undefined)
    -2%, 4%, -7%, 11%, 4%, 10%[38.3 µM], 3%
O=C(Nc1ccc(F)cc1)N1CCN(c2nc3ccccc3s2)CC1
    -1%, -36%[inhibitor], -18%, -26%, 4%, 15%[38.3 µM], 13%
CCOC(=O)c1c(NC(=O)CSc2cccc[n+]2[O-])sc(C(=O)Nc2ccccc2)c1C
    1%, 7%, -46%[inhibitor][10 µM], 12%, 0%, 11%, -11%[46 µM]
COC(Cc1n[nH]c(=S)n1-c1ccc(Cl)cc1)OC
    2%, -14%, -11%, 12%, -9%, -17%[38.3 µM], 9%
CCC(CC)C(=O)NCCc1cc2cc(C)c(C)cc2[nH]c1=O
    2%, 15%, -4%[10 µM], -4%, 11%, 36%[activator][38.3 µM], -6%
O=[N+]([O-])c1ccccc1-c1ccc(C(=S)N2CCCC2)o1
    -9%, 11µM*, -20%[10 µM], -22%, ?, 15%, 11%[46 µM]
COC(=O)c1ccccc1NC(=O)CN1CCC(n2nnc3cc(F)ccc32)CC1
    1%, 1%, -13%[10 µM], 17%, 2%, 21%[38.3 µM], -3%
CN=C(N)NCCCC(N)C(=O)O (centres undefined)
    -3%, -10%, ?, 9%, -4%, -11%, -11%
CN(CC(=O)N1CCCc2c1c(=O)oc1ccc(O)cc21)Cc1ccccc1
    2%, -4%, -12%[10 µM], 3%, 16%, 5%, -2%
CC1CC[C@@]2(OC1)OC1CC3C4CC[C@H]5CC(O)CC[C@@]5(C)C4CC[C@]3(C)C1C2C (some centres undefined)
    0%, -2%, /, /, /, 7%, -8%
CC1=[N+]([O-])C(C)(C)C(C)N(O)C1=O (centres undefined)
    0%, -4%, -4%, 8%, 1%, -9%[38.3 µM], 6%
Cc1ccc2c3c1C(=O)C(=O)N3C(C)(C)CC2C (centres undefined)
    -4%, 6%, 1%, -10%, -3%, 1%[38.3 µM], 6%
C=CCc1c(C)nc(C)nc1N/N=C/c1ccccc1
    -5%, -2%, -7%, -1%, 2%, 12%[38.3 µM], -4%
Cc1cc2c(=O)[nH]cnc2s1
    3%, 9%, -11%, 11%[9.22 µM], 1%, -22%[38.3 µM], 14%
CN(C)c1ccc(CNc2ncc(Br)cc2Br)cc1
    -2%, 17%, -27%, -7%, -28%, 11%[38.3 µM], 9%
O=C1CCCN1c1ncc(S(=O)(=O)c2ccc([N+](=O)[O-])cc2)s1
    0%, -30%, -4%, -24%, 5%, 4%, -9%[9.22 µM]
OC(CN1c2ccccc2Sc2ccccc21)Cn1nnc2ccccc21 (centres undefined)
    2%, -27%, 10%[10 µM], ?, -4%, 25%, ?
O=C(Nc1nc(-c2ccccn2)cs1)c1ccco1
    -3%, -85%[inhibitor], -120%[inhibitor], ?, ?, 4%, ?
CCN(C(=O)CSc1ncccc1C(=O)OC(C)C)c1cccc(C)c1
    7%, -10%, 10%[10 µM], ?, 2%, 11%[38.3 µM], 7%
Cc1nn(-c2ccc(F)cc2F)c2c1-c1nc(N3CCCC3)ncc1CC2
    /, /, -63%[inhibitor], -32%, 3%, /, ?
Fc1cccc(Cl)c1Cn1nnc2c(NCc3ccccn3)ncnc21
    1%, -23%, -7%[10 µM], -28%, -3%, -1%, ?
CC1CCc2c(C(=O)Oc3cccc(-n4cnnn4)c3)csc2C1 (centres undefined)
    /, /, 7%, 9%, 5%, /, 2%
Cc1cccc(NC(=O)Cn2nnc(-c3ccc(CN4CCCC4)cc3)n2)c1C
    -1%, -4%, -27%, -8%, -2%, -21%[38.3 µM], 4%
O=C(CSc1nnc(-c2cccnc2)n1Cc1ccco1)c1ccc2ccccc2c1
    -2%, 12%, -17%[0.074 µM], 19%, -20%, 5%[38.3 µM], -2%
C=C(C)CN(CC)C(=O)CC1C(=O)NCCN1Cc1c(F)cccc1Cl (centres undefined)
    0%, 3%, -15%[10 µM], -8%[9.22 µM], 3%, 3%, /
CC1(C)NC(=O)N(CCOCCSc2ccccc2)C1=O
    8%, -14%, 4%, -12%, 5%, 9%[38.3 µM], 1%
COc1ccc(-c2c(C(C)=O)c(C)nc3sc4c(=N)n(N)cnc4c23)cc1
    0%, 22%, /, -29%, 12%, -5%, ?

# Two compounds drawn at random from those above:
# Under each structure: Luc counter, SMN2 splice enh, HTT cytoprotect, HTT aggregate, CBFb RUNX1 block, IMPase Li cell, LMNA splice mod
COc1ccc(-c2c(C(C)=O)c(C)nc3sc4c(=N)n(N)cnc4c23)cc1
    0%, 22%, /, -29%, 12%, -5%, ?
Fc1cccc(Cl)c1Cn1nnc2c(NCc3ccccn3)ncnc21
    1%, -23%, -7%[10 µM], -28%, -3%, -1%, ?

# Going on with the list:
# Under each structure: Luc counter, SMN2 splice enh, HTT cytoprotect, HTT aggregate, CBFb RUNX1 block, IMPase Li cell, LMNA splice mod
O=C(NC(=S)Nc1ccc(S(=O)(=O)Nc2nccs2)cc1)c1ccc(F)c(F)c1
    2%, -5%, -3%[10 µM], 25%, -1%, -1%, -3%
COc1ccc(OCCCC(=O)NCCc2nc3ccccc3[nH]2)cc1
    -2%, -28%, -9%, 3%, -13%, -4%, 1%[46 µM]
CCCCn1c(SCc2cccc([N+](=O)[O-])c2)nc2ccsc2c1=O
    -4%, -46%[inhibitor], 30%[10 µM], ?, -5%, 14%, ?
O=C(Nc1ccc(N2CCOCC2)c(Cl)c1)c1cc(F)c(F)cc1Cl
    -2%, -16%, -12%, ?, -2%, 27%[38.3 µM], ?
NC(=O)CNC(=O)[C@@H]1CC2(CC(c3cccc([N+](=O)[O-])c3)=NO2)CN1C(=O)c1ccccc1 (some centres undefined)
    8%, 8%, -5%, 7%, 1%, -12%[38.3 µM], 12%
CC1(C)C(c2ccccc2)=[N+]([O-])C2(CCCCC2=O)N1O (centres undefined)
    -2%, -5%, -11%[10 µM], 14%, 12%, -3%, ?
O=c1cc(C23CC4CC(CC(C4)C2)C3)[nH][nH]1
    -2%, 3%, -5%, 31%, -1%, -6%[38.3 µM], 6%
CCOP(=O)(OCC)C(Nc1cccc([N+](=O)[O-])c1)c1ccc(OC)cc1 (centres undefined)
    /, /, -2%[10 µM], -13%[9.22 µM], -13%, /, /
Cc1ccnc(NC(=O)CN2C(=O)c3ccccc3C2=O)c1
    -1%, 1%, ?, 5%, 0%, -5%, /
COc1ccc(-c2cc(C(F)(F)F)nc(SCCC(=O)Nc3cc(C)on3)n2)cc1
    -3%, -19%, -17%, 3%, 11%, ?, 13%
COc1ccc(/C=C/C(=O)Nc2ccc(C(N)=O)cc2)cc1OC
    /, /, 13%[10 µM], 32%[9.22 µM], 4%, /, /
CC(=O)C1=C(O)C(=O)N(CCCn2ccnc2)C1c1ccc(Cl)cc1 (centres undefined)
    -4%, 2%, 10%[10 µM], 6%[9.22 µM], -1%, -6%, /
CC(=O)n1nc(-c2ccccc2)nc1NCc1cccs1
    3%, 28%, -28%, -25%, 8%, 7%, 28%[46 µM]
Cc1ccc(C(=O)COC(=O)c2ccccc2NC(=O)c2ccccc2)cc1[N+](=O)[O-]
    -2%, 8%, 22%[10 µM], 5%, 8%, 13%, ?
CN(CCc1ccccn1)C(=O)Nc1cc(Cl)cc(Cl)c1
    /, /, -1%[10 µM], 4%[9.22 µM], 5%, /, /
O=C(Cc1noc2ccccc12)Nc1ccccn1
    -4%, 10µM*, /, 6%, 5%, -8%, 9%
CCC1=NN(C(=O)Cc2ccc([N+](=O)[O-])cc2)C(O)(C(C)(C)C)C1 (centres undefined)
    1%, 8%, -10%[10 µM], 22%, 7%, 4%, /
CCOc1ccc(-n2c(SCC(=O)NCc3ccco3)nnc2-c2c[nH]c3ccccc23)cc1
    5%, 19%, 7%[10 µM], 13%, -17%, 23%[38.3 µM], 0%
N#Cc1ccc(NC(=O)c2cc(-c3cccs3)on2)cc1
    1%, -1%, -16%, 12%[9.22 µM], -2%, -23%, ?
COC(=O)c1ccc(COc2cccc3c2CCN(Cc2ccccc2)C3=O)o1
    2%, -43%[inhibitor], 9%[10 µM], -12%, 2%, 21%, -25%

# Assay outcomes from PubChem BioAssay.
